GLA spleen mod – inhibitors or activators of human alpha-galactosidase in spleen homogenate. Potency, µM (titrated, usually from 80 µM), without a hit: at the top dose activity change, negative = inhibition, hits mostly inhibitors. human spleen homogenate, 4MU-alpha-Gal fluorescence, 40 min. P06280. 240,000 compounds, 0.008% hits. AID 2107;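 further: 0% = enzyme with vehicle and -100% = no enzyme basal signal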
Target sequence (P06280 32-429 limits assumed): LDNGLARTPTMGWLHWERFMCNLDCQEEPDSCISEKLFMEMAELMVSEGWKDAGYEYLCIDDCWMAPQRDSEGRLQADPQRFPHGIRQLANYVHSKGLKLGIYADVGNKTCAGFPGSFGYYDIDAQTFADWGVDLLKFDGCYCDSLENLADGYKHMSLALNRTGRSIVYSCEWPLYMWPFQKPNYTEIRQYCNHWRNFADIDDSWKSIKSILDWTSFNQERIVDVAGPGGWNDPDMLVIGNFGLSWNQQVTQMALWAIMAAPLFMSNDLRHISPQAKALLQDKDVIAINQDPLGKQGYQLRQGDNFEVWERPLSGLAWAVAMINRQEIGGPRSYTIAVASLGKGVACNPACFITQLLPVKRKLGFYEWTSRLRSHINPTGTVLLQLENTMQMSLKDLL
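Human spleen homogenate (1 ug) as enzyme source, 4-methylumbelliferyl-alpha-D-galactopyranoside 1 mM final, citrate/phosphate pH 5.0 with 0.01% Tween-20. Compounds 40 min at 37C, NaOH/glycine stop; fluorescence Ex 365/Em 440, Hill-fit AC50.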
GAA glycogen mod – GAA glycogen-cleavage inhibition or activation | Potency, µM (top dose mostly 76.4 µM), without a hit: top-dose activity change, negative = inhibition, most hits filed as inhibitors | recombinant GAA, glycogen substrate, Amplex Red glucose oxidase fluorescence | AID 2100 | 300,000 compounds, 0.38% hits;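 further: 0% = full enzyme reaction and -100% = no-enzyme basal signal; the screen sought inhibitors and activators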
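qHTS, 1536-well; enzyme 4 nM final; cpd up to 77 uM; substrate bovine liver glycogen 30 ug; 50 mM citrate/phosphate pH 5.0, 0.01% Tween-20; 37 C, 40 min; Amplex Red detection 45 min RT; Hill fit → AC50.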
aGlu spleen mod – inhibitors or activators of human alpha-glucosidase in spleen homogenate. human spleen homogenate, 4-MU-alpha-glucoside fluorescence. 240,000 compounds, 0.006% hits. AID 2112. Potency, µM (series often up to 79.9 µM), inactives show at the top dose activity change, negative = inhibition, most hits filed as inhibitors;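 further: 0% = enzyme with vehicle and -100% = no enzyme basal signal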
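Enzyme source: human spleen homogenate, 1 ug/well. Buffer 50 mM citric acid/K phosphate pH 5.0, 0.01% Tween-20. 4-MU-alpha-glucoside 1 mM; 37 C x 40 min; NaOH/glycine stop; fluorescence.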
GAA inh – inhibitors of human lysosomal alpha-glucosidase; P10253; purified human GAA, 4-MU-alpha-glucoside fluorescence; Potency, µM (top dose mostly 76.9 µM), for inactives: at the highest dose activity change, negative = inhibition, hits mostly inhibitors; 200,000 compounds, 0.005% hits;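 further: plate controls were uninhibited enzyme wells for no effect and no-enzyme background for full effect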
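qHTS format, compound range up to 77 uM. Human lysosomal enzyme at 4 nM, 400 uM 4-MU glucoside substrate, pH 5.0, 20 min room temperature; fluorescence after alkaline stop gives activity normalized to controls.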
NPSR antag – antagonists of human neuropeptide S receptor cAMP signaling | Q6W5P4 | CHO-NPSR cells, cAMP TR-FRET, antagonist mode | Potency, µM (top dose mostly 38.3 µM), for inactives: top-dose activity change, negative = inhibition, actives largely listed as inhibitors | 220,000 compounds, 1% hits | AID 1461; further: on the % scale 0 is the no-effect control and ±100 the full control effect; nearly all actives have a fitted effect of over 50% in size; many of its hits are not listed in these tables
Target sequence (Q6W5P4 whole entry, looked up): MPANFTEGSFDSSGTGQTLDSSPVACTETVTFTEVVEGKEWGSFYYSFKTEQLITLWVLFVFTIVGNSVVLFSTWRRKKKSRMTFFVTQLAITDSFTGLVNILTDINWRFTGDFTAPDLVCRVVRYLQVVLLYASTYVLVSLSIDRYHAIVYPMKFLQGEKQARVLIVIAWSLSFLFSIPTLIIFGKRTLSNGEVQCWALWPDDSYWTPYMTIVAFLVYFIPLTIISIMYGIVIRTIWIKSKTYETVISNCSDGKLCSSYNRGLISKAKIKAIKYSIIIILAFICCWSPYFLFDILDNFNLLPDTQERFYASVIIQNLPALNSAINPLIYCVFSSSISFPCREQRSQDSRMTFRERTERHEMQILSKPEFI
Epigenetic derep – regulators of epigenetic silencing causing reporter derepression in mouse cells; murine LDR cells, GFP reporter derepression, 30 h; Potency, µM (top dose mostly 53.9 µM), without a hit: at the highest dose GFP activation, hits mostly activators; 280,000 compounds, 0.2% hits; further: % of control where 0% means no effect; nearly all actives have a fitted effect of over 60% in size
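Murine LDR cells carrying a silenced, genomically integrated CMV-driven GFP reporter were exposed to compound for 30 hours at 37 C. After PBS washes, GFP-positive cells (20–120 um objects) were counted by laser-scanning microplate cytometry.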
ALDH1A1 block – blocks purified human ALDH1A1 activity. Potency, µM (top dose mostly 75.3 µM), inactives show top-dose activity, negative = inhibition, actives largely listed as inhibitors. 220,000 compounds, 7.3% hits. P00352. Purified ALDH1A1, NADH fluorescence, propionaldehyde substrate; active means well fitted inhibition curve with a large enough effect, not every such curve was filed as active; inconclusive means small, poorly fitted or top-dose-only effect, or another doubt; inactive means no such curve, though single readings can be large or run the other way;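 further: plate controls were no enzyme wells and a reference inhibitor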
Tau fluor counter – counter-screen for tau fibril formation inhibitors; tau K18 P301L (four-repeat tau fragment) Alexa594 fluorescence, heparin fibrillization; Potency, µM (highest dose often 57.7 µM), for the others: at the highest dose activity change, negative = decrease; 280,000 compounds, 0.93% hits; further: on the % scale 0 is the no-effect control and ±100 the full control effect; nearly all actives have a fitted effect of over 55% in size
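Human K18 P301L tau (15 uM unlabeled plus 0.24 uM Alexa 594-labeled, final) in 100 mM sodium acetate pH 7 was mixed with compound and 20 uM heparin and incubated 6 hr at 37 C.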
Active calls of the source: *; ? = inconclusive; . = not tested or not shown; & = joins results of further samples; [ ] = another dose, or the depositor's remark. Unless noted, the call rests on the fitted dose curve; in most records, active means well fitted curve in the direction sought with a large enough effect; inconclusive means small, poorly fitted or top-dose-only effect, or another doubt; inactive means no such curve, though single readings can be large; an effect the other way counts as inactive or inconclusive. Potency means the concentration at half of the fitted maximal effect. A portion of the library. The share of hits here may be higher or lower than overall.

1	COc1ccccc1C1CC(=O)Nc2cc3c(cc21)OCCO3 (stereo unspecified)
2	O=C1CC(N2CCc3ccccc32)C(=O)N1c1ccccc1 (stereo unspecified)
3	Cc1ccc(N(CCC(=O)O)S(=O)(=O)c2cccc(C(F)(F)F)c2)cc1
4	CCO[C@@H]1OC(C(=O)NCc2nc3ccccc3[nH]2)=C[C@H](c2ccc(C(F)(F)F)cc2)[C@H]1CCCO
5	Cc1ccc(S(=O)(=O)/N=C(/c2ccccc2)N(C)c2ccc(O)cc2)cc1
6	O=c1c2c3c(sc2nc2n1CCC2)CCCCC3
7	C=CCN(c1ccc(C(=O)Nc2cc(C)cc(C)c2)cc1)S(C)(=O)=O
8	O=C(Nc1ccc(F)cc1)C(c1ccccc1)N1CCN(S(=O)(=O)c2c(F)cccc2F)CC1 (stereo unspecified)

entry no. | 1 | 2 | 3 | 4 | 5 | 6 | 7 | 8
GLA spleen mod | 1% | 4% | -8% | 1% | 12% | 9% | 5% | 9%
GAA glycogen mod | -3% | ? | -1% | 2% | 1% | -11% | 0% | -3%
aGlu spleen mod | 5% | -3% | -2% | -25% | 10% | 1% | -4% | 4%
GAA inh | -2% | . | -6% | . | 2% | 2% | -2% | -2%
NPSR antag | 29%[46.1 µM] | -6% | -19% | ? | -25% | 7% | -2% | -7%
Epigenetic derep | 2.9% | 0.0% | 0.3% | 0.0% | -1.2% | -1.1% | 1.0% | 1.3%
ALDH1A1 block | ? | . | 4% | 1% | -1% | 0% | 0% | 7.9µM*
Tau fluor counter | -10% | -25% | -9% | -19% | -7% | -2% | -1% | -18%

9	Cc1ccc(C(=O)N/C(=C\C=C\c2ccccc2)C(=O)NCc2ccco2)cc1
10	COC(=O)CCN(C)CCC(=O)OC
11	CN(Cc1ccccc1)C(=O)C(C(=O)c1ccc(F)cc1)n1cc(Cl)ccc1=O (stereo unspecified)
12	Cc1nc(N=Nc2ccc(O)cc2)n[nH]1
13	CCOc1ccc(N2C(=O)CC(N3CCC(NC(=O)Nc4ccccc4)CC3)C2=O)cc1 (stereo unspecified)
14	Cc1c(Cc2ccccc2)c(=O)oc2cc(OCC(=O)c3ccccc3)ccc12
15	Cc1cc(Br)ccc1NC(=O)CNC(=O)CN(C)Cc1nc2ccccc2c(=O)[nH]1
16	CCCCc1cc(=O)oc2cc(C)cc(OCc3nn[nH]n3)c12

entry no. | 9 | 10 | 11 | 12 | 13 | 14 | 15 | 16
GLA spleen mod | 0% | -9% | 2% | -15% | -11% | 15% | 1% | 2%
GAA glycogen mod | -2% | 2% | -7% | 1% | 3% | 8% | 7% | -21%
aGlu spleen mod | 6% | -10% | 2% | -4% | -7% | -1% | -5% | 5%
GAA inh | 7% | 0% | -4% | . | -4% | 8% | -8% | -1%
NPSR antag | -26% | 6%[46.1 µM] | -27% | -23% | 3%[46.1 µM] | -28%[46.1 µM] | -12%[46.1 µM] | -3%[46.1 µM]
Epigenetic derep | 0.0% | -1.0% | -4.4% | -0.1% | -2.9% | 0.0% | 3.2% | -0.3%
ALDH1A1 block | -1% | 13% | 14% | . | -5% | ? | -1% | ?
Tau fluor counter | 4% | 2% | -11% | -2% | -13% | -20% | 5% | 2%

17	Cc1cccc(N(Cc2cc(=O)[nH]c3ccccc23)C(=O)C(C)C)c1
18	COc1ccccc1OCC(=O)O
19	Cc1ccc(NC(=O)c2cc(-c3ccco3)nc3ccccc23)cc1S(=O)(=O)N1CCOCC1
20	C[C@@H](c1ccccc1)N1C(=O)[C@H]2[C@H]3[C@H](O)[C@H](O)C/C(=N/OCc4ccccc4)[C@@H]3CC[C@@H]2C1=O
21	CC(=O)N1N=C(c2ccc(Cl)cc2)OC12CCCC2
22	Clc1cccc(Cc2ccc(Cl)nn2)c1
23	On1c(-c2ccccc2Cl)nc2ccccc21
24	CCn1cc([N+](=O)[O-])c(C(=O)Nc2ccc(Cn3nc(C)cc3C)cc2)n1

entry no. | 17 | 18 | 19 | 20 | 21 | 22 | 23 | 24
GLA spleen mod | -1% | -2%&3% | -9% | -1%[17.5 µM] | -2% | 3% | 11% | 3%
GAA glycogen mod | 2% | 5%&-9% | -3% | . | 8% | 9% | 5% | -11%
aGlu spleen mod | 0% | -1%&3% | -11% | 2%[17.4 µM] | 0% | -7% | 5% | -5%
GAA inh | . | 2%[15.4 µM] | -5% | . | . | -3% | 1% | -5%
NPSR antag | 0% | 4%&0%[46.1 µM] | -17% | . | -21% | 1% | 6% | -9%[46.1 µM]
Epigenetic derep | 0.1% | 1.2%&-2.0% | 0.5% | 0.8%[10.1 µM] | 0.2% | 0.0% | -0.4% | -1.1%
ALDH1A1 block | . | -3%&0% | ? | 6%[13.5 µM] | . | 5% | -2% | 8%
Tau fluor counter | -6% | 3%&1% | ? | -10%[11.6 µM] | -12% | -1% | 5% | -16%

25	COCC(=O)N(Cc1ccccc1)c1ccccn1
26	COc1cc(-c2cc(C(=O)OCC(=O)Nc3ccc4c(c3)OCO4)c3ccccc3n2)cc(OC)c1OC
27	CN(c1ccccc1C(=O)O)S(=O)(=O)c1ccc2c3c(cccc13)C(=O)N2
28	N#Cc1c(NC(=O)CCN2C(=O)c3ccccc3C2=O)oc(-c2ccccc2)c1-c1ccccc1
29	CC(=O)c1c(C(C)=O)c(C)n(-c2ccc(C(=O)O)cc2)c1C
30	NC(=O)C12CCCC(Br)(CCC1)C2
31	CCOc1ccc(-n2c(O)cc(=O)[nH]c2=O)cc1
32	COC(=O)c1ccc(Nc2nc(C)cc(=O)[nH]2)cc1

entry no. | 25 | 26 | 27 | 28 | 29 | 30 | 31 | 32
GLA spleen mod | -1% | -5% | 3% | -7% | 0% | 9% | -23% | 1%
GAA glycogen mod | 5% | 9% | 2% | -8% | 1% | 5% | 8% | 8%
aGlu spleen mod | 3% | 3% | 3% | -7% | -6% | 0% | -7% | -3%
GAA inh | 1% | -11% | -2% | 0% | -5% | . | . | -12%
NPSR antag | -2%[46.1 µM] | -1% | 13% | -29%[46.1 µM] | -5%[46.1 µM] | 10% | 22% | -8%[46.1 µM]
Epigenetic derep | -0.8% | -0.9% | -1.0% | -0.4% | 0.7% | 1.1% | 1.1% | 0.0%
ALDH1A1 block | 1% | ? | -4% | -10% | 19% | . | . | -3%
Tau fluor counter | 6% | ? | 1% | ? | 4% | 7% | ? | -3%

Four entries drawn at random from those above:
31	CCOc1ccc(-n2c(O)cc(=O)[nH]c2=O)cc1
32	COC(=O)c1ccc(Nc2nc(C)cc(=O)[nH]2)cc1
28	N#Cc1c(NC(=O)CCN2C(=O)c3ccccc3C2=O)oc(-c2ccccc2)c1-c1ccccc1
26	COc1cc(-c2cc(C(=O)OCC(=O)Nc3ccc4c(c3)OCO4)c3ccccc3n2)cc(OC)c1OC

entry no. | 31 | 32 | 28 | 26
GLA spleen mod | -23% | 1% | -7% | -5%
GAA glycogen mod | 8% | 8% | -8% | 9%
aGlu spleen mod | -7% | -3% | -7% | 3%
GAA inh | . | -12% | 0% | -11%
NPSR antag | 22% | -8%[46.1 µM] | -29%[46.1 µM] | -1%
Epigenetic derep | 1.1% | 0.0% | -0.4% | -0.9%
ALDH1A1 block | . | -3% | -10% | ?
Tau fluor counter | ? | -3% | ? | ?

(more compounds)
33	Cc1cccc(C(=O)NC2CC3CCCC(C2)N3C(=O)NC2CCCCC2)c1 (stereo unspecified)
34	CN1CCN(CCc2ccc(Cl)c(Cl)c2)CC1
35	O=C(OCCNc1nc(-c2ccccc2)nc2ccccc12)c1cccnc1
36	Cc1nc(-c2ccccc2)sc1C(=O)CSc1ccccc1
37	CCOc1ccc2nc(/N=C/c3nc(-c4ccc(Br)cc4)oc3O)sc2c1
38	Cc1ccc(/C=C/C(=O)NCc2ccc3c(c2)OCO3)o1
39	C=CCn1c(=N)n(CC(O)c2ccco2)c2ccccc21 (stereo unspecified)
40	COc1ccc(C(=O)NC(CO)c2nnc(SCc3ccc(Cl)c(Cl)c3)n2C)cc1 (stereo unspecified)

entry no. | 33 | 34 | 35 | 36 | 37 | 38 | 39 | 40
GLA spleen mod | 2% | 2%&15% | 5% | -2% | -8% | 9% | -7% | -2%
GAA glycogen mod | 5% | . | -10% | -5% | -2% | -7% | -8% | 5%
aGlu spleen mod | 0% | 0%&14% | -6% | -2% | -8% | 3% | -4% | -5%
GAA inh | 0% | . | ? | -1% | -2% | -3% | -10% | 3%
NPSR antag | 9%[7.67 µM] | . | -10% | -18%[46.1 µM] | 17% | -5% | -20%[46.1 µM] | -10%[46.1 µM]
Epigenetic derep | -1.7% | 6.3%&0.3% | -1.6% | 3.5% | 4.2% | -0.9% | 4.9% | 0.0%
ALDH1A1 block | 6% | 10%&-5% | -7% | ? | 9% | ? | 8% | -5%
Tau fluor counter | -4% | -3%&-3% | -26% | ? | -13% | 1% | 3% | -8%

A second format for part of the listing above.
| No. | SMILES | GLA spleen mod | GAA glycogen mod | aGlu spleen mod | GAA inh | NPSR antag | Epigenetic derep | ALDH1A1 block | Tau fluor counter |
| --- | --- | --- | --- | --- | --- | --- | --- | --- | --- |
| 20 | C[C@@H](c1ccccc1)N1C(=O)[C@H]2[C@H]3[C@H](O)[C@H](O)C/C(=N/OCc4ccccc4)[C@@H]3CC[C@@H]2C1=O | -1%[17.5 µM] | . | 2%[17.4 µM] | . | . | 0.8%[10.1 µM] | 6%[13.5 µM] | -10%[11.6 µM] |
| 21 | CC(=O)N1N=C(c2ccc(Cl)cc2)OC12CCCC2 | -2% | 8% | 0% | . | -21% | 0.2% | . | -12% |
| 22 | Clc1cccc(Cc2ccc(Cl)nn2)c1 | 3% | 9% | -7% | -3% | 1% | 0.0% | 5% | -1% |

(list continues)
41	CSc1nnc(-c2ccc(NC(=O)CCc3ccccc3)cc2)n1C
42	COc1cc(O)c(C(CCN2CCCC2)c2ccc(N(C)C)cc2)c(OC)c1 (stereo unspecified)
43	O=C(O)C1CCN(C(=O)c2cc(F)cc3c2OCOC3)CC1
44	CN1C(=O)C(CC(=O)NC2CCCCC2)SC1=Nc1ccccc1 (stereo unspecified)

entry no. | 41 | 42 | 43 | 44
GLA spleen mod | -2% | -6%&1% | 5% | -1%
GAA glycogen mod | 2% | 4% | 4% | -2%
aGlu spleen mod | -2% | 0%&2% | 6% | -4%
GAA inh | -7% | . | -4% | 4%
NPSR antag | -16%[46.1 µM] | 1% | 3% | 2%
Epigenetic derep | -4.8% | -6.5% | -0.2% | -2.0%
ALDH1A1 block | ? | . | -5% | -13%
Tau fluor counter | 5% | -18% | -13% | -9%
